Gal4-VP16 FLuc = VP16 counterscreen qHTS for inhibitors of ROR gamma transcriptional activity; Drosophila S2 Gal4-VP16 UAS-luciferase, luminescence, 20 h; Potency, µM (highest dose often 53.6 µM), inactives show top-dose activity, negative = inhibition, hits mostly inhibitors; actives 3.5% (n = 310,000); AID 2546, 2010;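 also: Gal4-VP16 expression switched on by copper sulfate through the metallothionein promoter; potency is read from the fitted curve at half-maximal effect; % is scaled to controls: 0 for no effect and ±100 for the full control effect; nearly all actives have a fitted effect of over 50% in size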
RORg inh = qHTS for inhibitors of ROR gamma transcriptional activity; Drosophila S2 Gal4-RORgamma UAS-luciferase reporter, 20 h; Potency, µM (doses to about 53.6 µM), without a hit: top-dose activity change, negative = inhibition, usual class: inhibitors; Nuclear receptor ROR-gamma (Mus musculus), P51450; actives 5.4% (n = 310,000); also: potency is read from the fitted curve at half-maximal effect; % is scaled to controls: 0 for no effect and ±100 for the full control effect; nearly all actives have a fitted effect of over 60% in size
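Using a luciferase readout, inhibitors were identified by reduced reporter activity in Drosophila cells coexpressing a copper-inducible Gal4–ROR gamma fusion and UAS-driven Photinus luciferase, incubated 20 hr after 700 uM copper sulfate.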
NPC1 prom act = qHTS Assay for NPC1 Promoter Activators | Potency, µM (doses to about 9.22 µM), inactives show at the top dose activation, usual class: activators | Huh7 NPC1 promoter luciferase reporter, 24 h | actives 2.4% (n = 320,000);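 also: potency is read from the fitted curve at half-maximal effect; % of control where 0% means no effect; nearly all actives have a fitted effect of over 60% in size; reporter is driven by a mutant NPC1 promoter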
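Stable NPC1-promoter luciferase Huh7 line; cpd (DMSO) 24 h, 37 °C, 5% CO2; Amplite luciferase reagent 10 min RT; luminescence readout. qHTS format.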
Rab9 promoter act = qHTS Assay for Rab9 Promoter Activators. Huh7 Rab9 promoter-luciferase reporter, luminescence, 24 h. Potency, µM (series often up to 9.22 µM), without a hit: top-dose activation, negative = inhibition, most hits filed as activators. actives 2.8% (n = 320,000); also: potency is read from the fitted curve at half-maximal effect; % of control where 0% means no effect; nearly all actives have a fitted effect of over 60% in size
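Luminescence read-out: Huh7 cells stably expressing Rab9-luciferase, treated 24 h with compound at 37 °C, then lysed with luciferase reagent for 10 min at ambient before reading.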
Tb PFK inh = qHTS Assay to Find Inhibitors of T. brucei phosphofructokinase; T. brucei PFK, ADP-Glo luminescence; Potency, µM (doses to about 57.5 µM), without a hit: top-dose activity, negative = inhibition, most hits filed as inhibitors; actives 0.17% (n = 330,000); ATP-dependent 6-phosphofructokinase (Trypanosoma brucei brucei), O15648;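 also: potency is read from the fitted curve at half-maximal effect; 0% = uninhibited 1x PFK enzyme wells and -100% = no-enzyme wells; nearly all actives have a fitted effect of over 60% in size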
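Luminescent ADP detection (ADP-Glo, two-step: ATP depletion then ADP-to-ATP conversion for luciferase) reported PFK activity after 45 min room-temperature reaction of 1.25 nM enzyme with 0.5 mM F6P and 0.1 mM ATP at pH 8.0.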
BRCA1 expr up = qHTS Assay to Identify Small Molecule Activators of BRCA1 Expression; MCF7-BRCA1-FFLuc reporter, luminescence, 48 h; response scale: scaled: vehicle 0%, 10 µM genistein 100%; Potency, µM (doses to about 46.1 µM), without a hit: top-dose activation, actives largely listed as activators; actives 1.1% (n = 380,000); AID 624202, 2012; also: potency is read from the fitted curve at half-maximal effect; nearly all actives have a fitted effect of over 80% in size; some results filed as inactive show a strong effect at the top dose
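Quantitative HTS in MCF7 cells stably reporting BRCA1 expression via firefly luciferase. Compound treatment lasts 48 h at 37 °C in phenol-red free MEM. Activation is expressed relative to genistein at 10 microM and DMSO.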
TRPV1 agonist = HTS Assay for Compounds that Act as Agonists of the Vanilloid Receptor 1; Transient receptor potential cation channel subfamily V member 1 (Homo sapiens), Q8NER1; AID 540275, 2011; actives 0.19% (n = 320,000); TRPV1-expressing cells, Fluo-8 calcium influx, agonist mode; activation, % at 8.33 µM; in the data active = activation above about 80%; inconclusive = between about 30% and that limit; also: 0% is about no effect
Target sequence (Q8NER1 whole entry, looked up): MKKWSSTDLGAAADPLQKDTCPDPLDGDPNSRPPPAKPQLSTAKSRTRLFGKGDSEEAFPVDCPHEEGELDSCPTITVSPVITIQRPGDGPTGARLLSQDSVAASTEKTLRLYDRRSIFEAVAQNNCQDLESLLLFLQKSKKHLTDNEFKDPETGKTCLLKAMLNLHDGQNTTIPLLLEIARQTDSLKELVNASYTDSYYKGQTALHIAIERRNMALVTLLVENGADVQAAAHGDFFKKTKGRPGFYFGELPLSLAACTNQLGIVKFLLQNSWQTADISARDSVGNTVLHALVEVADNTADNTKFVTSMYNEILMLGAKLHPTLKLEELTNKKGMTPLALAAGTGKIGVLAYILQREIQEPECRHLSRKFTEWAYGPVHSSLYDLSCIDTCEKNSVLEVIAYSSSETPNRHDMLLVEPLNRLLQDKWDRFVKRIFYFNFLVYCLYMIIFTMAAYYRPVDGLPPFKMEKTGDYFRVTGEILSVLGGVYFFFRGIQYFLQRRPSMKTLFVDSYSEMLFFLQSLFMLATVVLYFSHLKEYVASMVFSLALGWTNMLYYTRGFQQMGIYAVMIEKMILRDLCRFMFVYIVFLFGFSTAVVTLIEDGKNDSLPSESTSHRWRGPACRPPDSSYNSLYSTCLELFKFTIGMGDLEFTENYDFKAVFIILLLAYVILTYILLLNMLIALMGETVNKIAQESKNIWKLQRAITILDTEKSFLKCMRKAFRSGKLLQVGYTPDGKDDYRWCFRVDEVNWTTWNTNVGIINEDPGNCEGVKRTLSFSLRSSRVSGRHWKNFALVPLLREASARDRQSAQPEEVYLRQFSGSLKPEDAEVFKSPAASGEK
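Cells expressing TRPV1 were dye-loaded with Fluo-8 and read kinetically: 10 s baseline, 3 min after compound (agonist portion), then 2 min after EC20 capsaicin (allosteric enhancer portion). Calcium-bound dye fluorescence at 480/520 nm.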
FLuc modulator = qHTS profiling assay for firefly luciferase inhibitor/activator using purifed enzyme and Km concentrations of substrates (counterscreen for miR-21 project); Luciferin 4-monooxygenase (Photinus pyralis), P08659; purified FLuc, Km substrates, luminescence inhibition; Potency, µM (doses to about 57.5 µM), without a hit: at the highest dose activity change, negative = inhibition, most hits filed as inhibitors; actives 6.9% (n = 360,000);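 also: potency is read from the fitted curve at half-maximal effect; plate controls were vehicle for no effect and reference inhibitor for full effect; nearly all actives have a fitted effect of over 55% in size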
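Purified P. pyralis luciferase, 10 nM final, with Km-level 10 uM D-luciferin and 10 uM ATP in 50 mM Tris acetate pH 7.5, 10 mM Mg acetate, 0.01% Tween-20, 0.05% BSA; 6-point qHTS titration about 60 µM downward; luminescence read.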
p53 reactivation = qHTS assay for re-activators of p53 using a Luc reporter; H1299 p53-A138V BP100-luciferase reporter, luminescence, 24 h; Potency, µM (series often up to 92.2 µM), inactives show top-dose activity change, positive = activation, most hits filed as activators; actives 0.063% (n = 320,000); AID 504706, 2011; also: potency is read from the fitted curve at half-maximal effect; % of control where 0% means no effect; nearly all actives have a fitted effect of over 45% in size
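H1299 (p53-null), stable ts p53-A138V + BP100-Luc; 1000 cells/well, Opti-MEM/10% FBS; cpd 4 pt, 1:5; 24 h, 37 deg C, 5% CO2; detection reagent 10 min RT; luminescence.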
ELG1 genotox = qHTS screen for small molecules that induce genotoxicity in human embryonic kidney (HEK293T) cells expressing luciferase-tagged ELG1; actives 1.3% (n = 330,000); Potency, µM (titrated, usually from 46 µM), for inactives: at the highest dose activity change, positive = activation, usual class: activators; HEK293T ELG1-luciferase reporter, luminescence, 16 h; AID 504466, 2011; also: potency is read from the fitted curve at half-maximal effect; % of control where 0% means no effect; nearly all actives have a fitted effect of over 60% in size
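After overnight (16 hr) compound treatment at 37 °C, ELG1-luciferase HEK293T cells were lysed with ONE-Glo; luminescence quantified 30 min later at room temperature.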
ELG1 repair inh = qHTS screen for small molecules that inhibit ELG1-dependent DNA repair in human embryonic kidney (HEK293T) cells expressing luciferase-tagged ELG1; HEK293T ELG1-luciferase reporter, luminescence, 16 h; DNA damage induced by 5-fluorouridine; Potency, µM (top dose mostly 46.1 µM), for the others: top-dose activity change, negative = inhibition, actives largely listed as inhibitors; actives 2.3% (n = 330,000); also: potency is read from the fitted curve at half-maximal effect; % is scaled to controls: 0 for no effect and ±100 for the full control effect; nearly all actives have a fitted effect of over 55% in size
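Overnight (16 hr) co-exposure of 2,000 cells/well to 5-fluorouridine and compound at 37 °C preceded detection. Luciferase was quantified via ONE-Glo luminescence; loss of signal denotes inhibition.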
An asterisk follows results filed as active; ? = inconclusive; nt = no result given; [ ] = remark or other dose. Unless noted, calls follow the shape of the dose curve; as a rule, active = well fitted curve in the direction sought with a large enough effect; inconclusive = small, poorly fitted or top-dose-only effect, or another doubt; inactive = no such curve, though single readings can be large; an effect the other way counts as inactive or inconclusive.

Below each SMILES – Gal4-VP16 FLuc, RORg inh, NPC1 prom act, Rab9 promoter act, Tb PFK inh, BRCA1 expr up, TRPV1 agonist, FLuc modulator, p53 reactivation, ELG1 genotox, ELG1 repair inh
- COc1ccc(S(=O)(=O)NC(CC(C)C)C(=O)NC(C)c2cccs2)cc1 (configuration not stated)
  nt, nt, 0%, 3%, -7%, -26%, 4, 7%, 2%, 0%, 3%
- Cc1cc2ccccn2c1C(=O)c1cccc(F)c1
  10%, 13%, 0%, -2%, 6%, -29%, 12, -19%, 13%, 1%, 0%
- O=C(Nc1ccccc1F)c1ccc2snnc2c1
  ?, 21%, ?, ?, 1%, 51%, 19, ?, 10%, ?, ?
- CCC(C)[C@H](NC(=O)OC(C)(C)C)C(=O)N/N=C/c1ccc2cc(OC)ccc2n1 (some centres not stated)
  -22%, -33%, 3%, -7%, -3%, 4%, 0, -1%, 6%, 4%, -9%
- O=C(C1CCN(S(=O)(=O)c2cccc3cccnc23)CC1)N1CCn2c1nc1ccccc12
  -4%, 0%, -4%, -10%, -4%, -4%, 0, 0%, 7%, -14%, 23µM*
- COC(=O)c1ccccc1NC(=S)NC(=O)C1CC1
  -20%, 13µM*, -1%, -5%, -4%, -13%, 0, 2%, 0%, 13%, 16%
- COc1cc(CC(=O)OCC(=O)NC2CCCCC2)cc(OC)c1OC
  -7%, 25%, -3%, -5%, -3%, -25%, -1, 0%, -1%, 0%, 1%
- OCCN(CCO)CC(O)COc1ccc2c(c1)OCO2 (configuration not stated)
  0%, 0%, -1%, -1%, 2%, 5%, -4, -2%, 3%, 1%, ?
- Cc1ccc(-c2nnc(N3CCC(C)CC3)c3ccccc23)cc1C
  18µM*, 20µM*, -6%, 2%, 0%, -88%[inhibitor], 22, -1%, -2%, -9%, ?
- O=C(Nc1ccc(Oc2ccccc2)cc1)c1cnc2n(c1=O)CCS2
  1%, 12%, -11%, -26%, 3%, 3%, -1, -13%, 4%, 11%, ?
- CCCCOc1ccc(C2(C)CC(=O)NC2=O)cc1 (configuration not stated)
  -1%, 34%[10 µM], 20%, 19%, 1%, 13µM*, -1, ?, 16%, 23%, ?
- Cc1cc(NC(=O)c2cnn3c(C(F)F)cc(C4CC4)nc23)no1
  -9%, -37%, -3%, -9%, 0%, -46%, 1, 0%, -7%, 2%, -10%
- CCc1c(O)c(/C(C)=N\O)c(=O)n(-c2ccccc2)c1-c1ccccc1
  35µM*, ?, 1%, 0%, 0%, -9%, 0, 5%, 9%, -3%, -14%
- CCOc1ccccc1C1C(C#N)=C(SCC(=O)OC)NC(=O)C1C(=O)OC (configuration not stated)
  -6%, -4%, -4%, 0%, -1%, -9%[1.84 µM], -2, 1%, -5%, 2%, -3%
- O=C(O)CCNC(=O)/C(=C\c1ccco1)NC(=O)c1ccco1
  1%, -18%, -2%, 0%, 6%, 0%, 1, -3%, 3%, 0%, 1%
- Cc1ccc(Nc2c(-c3ccc(C)o3)nc3ncccn23)cc1
  -4%, 8%, 0%, -5%, 0%, -17%, 22, -17%, 7%, 8%, ?
- COc1ccc(NC(=O)CCCN2C(=O)CN(C)C2=O)c(OC)c1
  nt, nt, 1%, -2%, -2%, -10%, -2, 2%, 4%, 1%, 8%
- COC(=O)c1nn(-c2nc(-c3cccc(OC)c3)cc(C(F)(F)F)n2)cc1[N+](=O)[O-]
  2%, 14%, -1%, 1%, -1%, -44%, 1, 0%, 3%, 0%, 4%
- O=C(O)c1ccccc1C(=O)N1CCN(C(=O)c2ccccc2Cl)CC1
  -3%, -14%, -2%, 0%, 0%, -10%, 9, -5%, -3%, -1%, 4%
- CCC(CO)Oc1cc(NC(=O)c2ccc(Cl)cc2)c2ncn(C(C)C)c2c1 (configuration not stated)
  nt, nt, nt, nt, 0%, 0%, nt, nt, 3%, 5%, 0%
- COc1ccc([N+](=O)[O-])cc1NC(=O)CSCc1ccc(Br)cc1
  ?, 17%, -2%, -10%, 0%, -29%, 10, -2%, -13%, -9%, ?
- O=C(Nc1c(C(=O)Nc2ccc3c(c2)OCCO3)cnn1-c1ccccc1Cl)c1ccco1
  2%, 2%, ?, ?, 13%, 70%, 0, ?, ?, 5%, ?
- Cc1ccc(C(=O)NCCNC(=O)COc2ccc(C)c(C)c2)cn1
  0%, 30%, 2%, -6%, 8%, -10%, -1, -2%, 0%, 5%, -3%
- NC(=O)c1nn(-c2ccccc2)nc1NC(=O)CSc1nnnn1-c1ccc(Cl)cc1
  -2%, 42%, -2%, -7%, 11%, -42%, 3, -6%, 9%, 0%, ?
- CCOc1cc(C2NC(=S)NC(C)=C2C(=O)Nc2ccc(OC)cc2)ccc1O (configuration not stated)
  9%, 23%, -1%, 1%, -7%, -8%, 0, -5%, -13%, -1%, -17%
- O=S(=O)(Cc1noc(-c2ccccc2Cl)n1)c1ccccn1
  -14%, -15%, 1.6µM*, 1.4µM*, -5%, ?, -2, 11µM*, ?, ?, ?
- CCc1cccc(NC(=O)c2cnn(-c3ccccc3)c2C)c1
  -29%, -27%, 0.89µM*, 2.2µM*, 2%, ?, -2, 2.1µM*, ?, 1.8µM*, ?
- CCn1cc(C(=O)OCC(=O)Nc2cccc(S(=O)(=O)N3CCOCC3)c2)c(=O)c2ccc(C)nc21
  -7%, 2%, 0%, -2%, -2%, -3%, 1, 1%, 0%, -3%, -16%
- C=CCn1c(=N)n(CC(O)COc2ccc(OC)cc2)c2ccccc21 (configuration not stated)
  -6%, 7%, -4%, -4%, 0%, -24%, 4, -3%, -6%, -2%, ?
- CN(C)c1nc(C(=O)NN)nc(N(C)C)n1
  -1%, -36%, -1%, -3%, 0%, 7%, -1, 8%, 1%, -3%, 2%
- CN1CCCN(S(=O)(=O)c2ccccc2)c2nc3ccccc3nc21
  nt, nt, 0%, -1%, 0%, -26%, -2, -9%, 10%, -29%, ?
- O=C(c1c(F)cccc1F)N1CCCC(c2nc(-c3cccs3)no2)C1 (configuration not stated)
  27%, 8%, ?, ?, 2%, ?, 11, ?, ?, ?, ?
- O=C(O)C1CCC(N2C(=O)C3C4CCC(C4)C3C2=O)CC1 (configuration not stated)
  -2%, -18%, -7%, -2%, -1%, -1%, 0, -1%, -2%, 1%, -5%
- COc1ccc(NC(=O)CCc2c(C)nc3nc(C)nn3c2C)cc1
  -7%, 12%, 0%, 3%, 0%, 4%, 2, 1%, 0%, 1%, 0%
- CC(=O)Nc1ccc(S(=O)(=O)NCCc2cc3ccc(C)c(C)c3[nH]c2=O)cc1
  -7%, 15%, 0%, 0%, 2%, -5%, 2, -2%, 3%, 12%, -4%
- O=C(Nc1ccc(F)c(Cl)c1)C1CCN(S(=O)(=O)c2cccnc2)CC1
  ?, 41%, 1%, -3%, -21%, -41%, ?, 4%, -5%, -12%, -2%
- COc1ccc(C2C(C(=O)N3CCCCC3)CC(=O)N2c2ccc(OC)cc2)cc1 (configuration not stated)
  -2%, 2%, -3%, 13%, -2%, -7%, -1, -6%, -7%, 2%, -1%
- O=C(O)/C=C/c1ccc(S(=O)(=O)N2CCN(CCN3C(=O)C4C5C=CC(C5)C4C3=O)CC2)cc1 (configuration not stated)
  4%, 24%, 0%, -1%, -5%, 8%, 1, 1%, 5%, 1%, 3%
- COc1ccc(C(=NNc2ccccc2C(=O)O)c2ccc(OC)cc2)cc1
  ?, ?, -2%, -4%, 5%, -21%, 0, -1%, 17%, -1%, -6%

Bioassay records: PubChem, National Center for Advancing Translational Sciences (NCATS)
